Screening data deposited in PubChem by Southern Research Specialized Biocontainment Screening Center.
Salmonella PhoP GFP = inhibitors of PhoP regulon expression, primary screen, Salmonella Typhimurium, GFP reporter (AID 1863). S. Typhimurium PhoP-regulated promoter GFP reporter, 4 h; higher % means a stronger effect. 300,000 tested, 0.16% active. inhibition, % at 50 µM, or IC50 in µM where a hit was titrated;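 active = inhibition over 29.93%, a cutoff 3 SD above the screen mean, later confirmed by dose response; inconclusive = inhibition over 29.93% but no dose response follow-up; inactive = inhibition at most 29.93% or unconfirmed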;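 note: 0% = low Mg2+ inducing control and 100% = high Mg2+ repressing control; strong numbers were not always called active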
Large T inhibition = TAg ATPase/helicase activity blockers – biochemical (AID 1903) | SV40 large T antigen ATPase/helicase inhibition assay; higher % means a stronger effect | one-dose inhibition, % at 20 µM; IC50 in µM for titrated hits | 310,000 tested, 0.39% active; in the data active = a potency from the dose series; inconclusive = inhibition mostly from about 32% at the one dose, without a potency; inactive = the rest, 99 in 100 with inhibition below about 32%; note: strong numbers were not always called active
RSV antiviral HEp-2 = RSV antiviral activity via CPE protection, HEp-2 cells, primary 10 µM value included (AID 2391); HEp-2 cells, RSV-induced CPE inhibition; higher % means a stronger effect; one-dose CPE inhibition, % at 10 µM; IC50 in µM for titrated hits; 310,000 tested, 0.13% active; in the data active = a potency from the dose series; inconclusive = CPE inhibition mostly from about 23% at the one dose, without a potency; inactive = the rest, 99 in 100 with CPE inhibition below about 21%; note: strong numbers were not always called active
Starred values were filed as active, the others as inactive; ? = inconclusive.

The line under a structure holds: Salmonella PhoP GFP, Large T inhibition, RSV antiviral HEp-2
1) CN(C(=O)COC(=O)c1ccccc1NCCO)C1CCS(=O)(=O)C1 (centres undefined)
    -1%, 6%, -0.5%
2) Cc1cnc(C(=O)OC(C)C(=O)Nc2cccc3ccccc23)cn1 (centres undefined)
    7%, 11%, -0.6%
3) CN(C)CCN(C(=O)C1CCN(S(=O)(=O)c2cccs2)CC1)c1nc2ccccc2s1
    -5%, 3%, 4.5%
4) Cc1ccc(NC(=O)CN(C)C(=O)COC(=O)COc2ccc(C#N)cc2)cc1
    -3%, 2%, -1.4%
5) Cc1ccccc1C(=O)NNC(=O)c1ccc2nc[nH]c2c1
    16%, 23%, -1.7%
6) Cc1ccnc(NC(=O)c2cccc(S(=O)(=O)N3CCOCC3)c2)c1
    9%, 3%, 1.8%
7) CCN(CC(=O)NCc1cccs1)C(=O)c1ccc(S(=O)(=O)Nc2ccccc2)cc1
    -2%, 6%, -1.6%
8) COc1ccc(OC)c(S(=O)(=O)NCC(c2cccs2)N2CCc3ccccc3C2)c1 (centres undefined)
    3%, 19%, 5.0%
9) Cc1ccccc1C(=O)N1CCC(C(=O)Nc2ccccn2)CC1
    -3%, 8%, -0.3%
10) Cc1cc(Br)ccc1NC(=O)CN(C)C(=O)c1cc([N+](=O)[O-])ccc1N1CCOCC1
    -2%, 4%, 0.0%
11) CC1CC(C)CN(S(=O)(=O)CCNC(=O)c2ccccc2)C1 (centres undefined)
    2%, 8%, 1.1%
12) Cc1ccn2c(=O)nc(SCC(=O)Nc3ccc4c(c3)OCCO4)nc2c1
    4%, 15%, 2.3%
13) Cc1noc(C)c1CSCC(=O)N(C)CC(=O)Nc1ccc(Cl)c(C(F)(F)F)c1
    -10%, 12%, 8.5%
14) Cc1ccc(C)c(NC(=O)CN(C)C(=O)c2ccc3[nH]c4c(c3c2)CC(C)CC4)c1 (centres undefined)
    -3%, 12%, 17%
15) COc1ccc(OC)c(-c2csc(NC(=O)C3CSC4(C)CCC(=O)N34)n2)c1 (centres undefined)
    -1%, 12%, -1.5%
16) CCCCn1c(N)c(N(CCOC)C(=O)COc2ccc(C(C)=O)cc2)c(=O)[nH]c1=O
    5%, 6%, 1.1%
17) CCC(C)N(C(=O)COC(=O)C1CCN(S(=O)(=O)c2ccc(C)c(C)c2)CC1)C1CCS(=O)(=O)C1 (centres undefined)
    -5%, 10%, -1.0%
18) O=C(COC(=O)c1cccc(O)c1)Nc1nnc(-c2ccccc2)o1
    -10%, 6%, -0.9%
19) CCc1noc(C)c1C(=O)Nc1cc(Cl)ccc1-n1cncn1
    -10%, 11%, 0.2%
20) COc1cc(C(=O)NCC(=O)NCC2COc3ccccc3O2)cc(OC)c1OC (centres undefined)
    -5%, 5%, 1.2%
21) CN(CC(=O)Nc1cccc(F)c1)C(=O)c1ccc(COc2ccccc2)o1
    -4%, 11%, 0.6%
22) CCN(CC)S(=O)(=O)c1cccc(C(=O)Nc2ccc(S(=O)(=O)NC3=NCCCCC3)cc2)c1
    -2%, 12%, 17%
23) CC(C)COc1ccc(C(=O)OCC(=O)N(C)CC(=O)Nc2ccc(F)cc2)cc1
    3%, 6%, -0.8%
24) CC(Oc1ccc(F)cc1)C(=O)Nc1cc(S(=O)(=O)N2CCOCC2)ccc1N1CCCCC1 (centres undefined)
    9%, 5%, 3.9%
25) O=C(C1CC(=O)N(c2ccc(F)cc2)C1)N1CCC(c2nc3ccccc3[nH]2)CC1 (centres undefined)
    -5%, 10%, -1.2%
26) O=C1CC(NS(=O)(=O)c2cccnc2)CN1c1ccc(Cl)cc1 (centres undefined)
    0%, 24%, -1.8%
27) COc1ccc(NC(=O)CSc2nc3[nH]ncc3c(=O)[nH]2)c(OC)c1
    5%, 7%, -0.3%
28) COc1cc(/C=C/C(=O)Nc2cccc(S(=O)(=O)NC3=NCCCCC3)c2)ccc1OCC#N
    -5%, 30%, 6.1%
29) COc1ccc(NC(=O)CSCC(=O)Nc2cc(Cl)ccc2N2CCOCC2)cc1
    3%, 14%, 2.4%
30) Cc1cc(S(=O)(=O)N2CCCCC2CCNC(=O)C(=O)NCC2CCCO2)ccc1F (centres undefined)
    -4%, 7%, -0.3%
31) O=C(NCc1n[nH]c(=O)c2ccccc12)C1CC(=O)N(c2ccccc2)C1 (centres undefined)
    -2%, 17%, -1.6%
32) COc1ccc(C)cc1NC(=O)COC(=O)c1ccccc1SCC(=O)N1CCCC1
    6%, 11%, 2.0%
33) O=C(CSc1nc(=O)n(CCCN2CCOCC2)c2c1CCCC2)Nc1ccccc1Cl
    -4%, 7%, -2.4%
34) OC[C@H]1O[C@@H](O[C@@H]2[C@@H](CO)O[C@@](O)(CO)[C@H]2O)[C@H](O)[C@@H](O)[C@H]1O
    -6%, 2%, -0.1%
35) O=C(COC(=O)/C=C/c1cccc(C(F)(F)F)c1)NCc1ccco1
    -3%, 7%, -0.8%
36) CC1CCN(C(=O)c2cccc(S(=O)(=O)N3CCN(c4ccccc4)CC3)c2)CC1
    1%, 22%, 14%
37) CC(OC(=O)c1ccc(Cl)nc1)C(=O)N1CCc2ccccc21 (centres undefined)
    -3%, 5%, 7.0%
38) CC(OC(=O)c1cc[n+]([O-])cc1)C(=O)NCc1ccccc1 (centres undefined)
    6%, 10%, 1.3%
39) COc1cccc(OC)c1C(=O)Nc1ccc(C(=O)c2ccncc2)cc1
    -1%, 20%, -1.3%
40) CCn1c(SCC(=O)Nc2ccc(N3CCOCC3)cc2)nnc1-c1ccco1
    1%, 9%, -2.5%
41) O=C(CSc1nc(=O)n(CCCN2CCOCC2)c2c1CCC2)Nc1cccc(F)c1
    -2%, 10%, -1.7%
42) CC(=O)N1CCN(C(=O)c2ccc(NS(=O)(=O)c3cc(C)ccc3C)cc2)CC1
    -7%, 11%, -1.8%
43) O=C(c1ccc(-n2cncn2)c([N+](=O)[O-])c1)N1CCN(S(=O)(=O)c2ccc(F)c(F)c2)CC1
    6%, 15%, -0.9%
44) CCn1nc(C(=O)Nc2cc(Cl)ccc2-n2cncn2)c2ccccc2c1=O
    2%, 8%, -1.9%
45) COc1ccc(CN(C)C(=O)c2ccc(NS(=O)(=O)c3ccccc3)cc2)c(OC)c1
    5%, 14%, 1.9%

Shown as tab-separated lines: part of the list above.
#	SMILES	Salmonella PhoP GFP	Large T inhibition	RSV antiviral HEp-2
5	Cc1ccccc1C(=O)NNC(=O)c1ccc2nc[nH]c2c1	16%	23%	-1.7%
6	Cc1ccnc(NC(=O)c2cccc(S(=O)(=O)N3CCOCC3)c2)c1	9%	3%	1.8%
7	CCN(CC(=O)NCc1cccs1)C(=O)c1ccc(S(=O)(=O)Nc2ccccc2)cc1	-2%	6%	-1.6%
8	COc1ccc(OC)c(S(=O)(=O)NCC(c2cccs2)N2CCc3ccccc3C2)c1 (centres undefined)	3%	19%	5.0%
9	Cc1ccccc1C(=O)N1CCC(C(=O)Nc2ccccn2)CC1	-3%	8%	-0.3%
10	Cc1cc(Br)ccc1NC(=O)CN(C)C(=O)c1cc([N+](=O)[O-])ccc1N1CCOCC1	-2%	4%	0.0%
11	CC1CC(C)CN(S(=O)(=O)CCNC(=O)c2ccccc2)C1 (centres undefined)	2%	8%	1.1%
12	Cc1ccn2c(=O)nc(SCC(=O)Nc3ccc4c(c3)OCCO4)nc2c1	4%	15%	2.3%
13	Cc1noc(C)c1CSCC(=O)N(C)CC(=O)Nc1ccc(Cl)c(C(F)(F)F)c1	-10%	12%	8.5%
14	Cc1ccc(C)c(NC(=O)CN(C)C(=O)c2ccc3[nH]c4c(c3c2)CC(C)CC4)c1 (centres undefined)	-3%	12%	17%
15	COc1ccc(OC)c(-c2csc(NC(=O)C3CSC4(C)CCC(=O)N34)n2)c1 (centres undefined)	-1%	12%	-1.5%
16	CCCCn1c(N)c(N(CCOC)C(=O)COc2ccc(C(C)=O)cc2)c(=O)[nH]c1=O	5%	6%	1.1%
17	CCC(C)N(C(=O)COC(=O)C1CCN(S(=O)(=O)c2ccc(C)c(C)c2)CC1)C1CCS(=O)(=O)C1 (centres undefined)	-5%	10%	-1.0%
18	O=C(COC(=O)c1cccc(O)c1)Nc1nnc(-c2ccccc2)o1	-10%	6%	-0.9%
19	CCc1noc(C)c1C(=O)Nc1cc(Cl)ccc1-n1cncn1	-10%	11%	0.2%
20	COc1cc(C(=O)NCC(=O)NCC2COc3ccccc3O2)cc(OC)c1OC (centres undefined)	-5%	5%	1.2%

The results go on.
The line under a structure holds: Salmonella PhoP GFP, Large T inhibition, RSV antiviral HEp-2
46) COc1ccc(CCC(=O)NCCS(=O)(=O)N2CCN(c3ccccc3F)CC2)cc1
    3%, 6%, -0.4%
47) CC1CC1C(=O)N1CCN(S(=O)(=O)c2cccc(F)c2)CC1 (centres undefined)
    -9%, 4%, -1.6%
48) CNC(=O)C(=O)NCC1CCCN1S(=O)(=O)c1cccs1 (centres undefined)
    -5%, 12%, -0.5%
49) CCN(CC(=O)Nc1c(F)cccc1F)C(=O)Cc1ccc2c(c1)CCC2
    5%, 13%, 1.0%
50) CCn1c(/C=C/c2ccccc2Cl)nc2ccccc2c1=O
    4%, 6%, ?
51) COc1ccc(C(CNC(=O)COc2ccccc2)N2CCOCC2)cc1 (centres undefined)
    -9%, 5%, -1.3%
52) Cc1ccc(C)c(NC(=O)CN(C)C(=O)c2ccc(-c3cccc(C(F)(F)F)c3)o2)c1
    -1%, 21%, 0.0%

These rows are one share of the data, so the mix of outcomes need not match the whole.
